Bioassay records deposited in PubChem by National Center for Advancing Translational Sciences (NCATS).
BRCA1 expr up: qHTS Assay to Identify Small Molecule Activators of BRCA1 Expression; MCF7-BRCA1-FFLuc reporter, luminescence, 48 h; response scale: scaled: vehicle 0%, 10 µM genistein 100%; Potency, µM (top dose mostly 46.1 µM), for the others: at the top dose activation, most hits filed as activators; 1.1% of 380,000 active; AID 624202, 2012; further: nearly all actives have a fitted effect of over 80% in size; some results filed as inactive show a strong effect at the top dose
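Activators of BRCA1 expression were detected as increased firefly luciferase luminescence in engineered MCF7 cells after 48 h compound incubation. Signals were scaled to genistein 10 microM as full activation.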
FLuc counter: qHTS profiling assay for firefly luciferase inhibitor/activator using purifed enzyme and Km concentrations of substrates (counterscreen for miR-21 project); Luciferin 4-monooxygenase (Photinus pyralis), P08659; purified FLuc, Km substrates, luminescence inhibition; Potency, µM (titrated, usually from 57.5 µM), inactives show at the top dose activity change, negative = inhibition, actives largely listed as inhibitors; 6.9% of 360,000 active; AID 588342, 2011;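 further: plate controls were vehicle for no effect and reference inhibitor for full effect; nearly all actives have a fitted effect of over 55% in size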
Target sequence (P08659 whole entry, looked up): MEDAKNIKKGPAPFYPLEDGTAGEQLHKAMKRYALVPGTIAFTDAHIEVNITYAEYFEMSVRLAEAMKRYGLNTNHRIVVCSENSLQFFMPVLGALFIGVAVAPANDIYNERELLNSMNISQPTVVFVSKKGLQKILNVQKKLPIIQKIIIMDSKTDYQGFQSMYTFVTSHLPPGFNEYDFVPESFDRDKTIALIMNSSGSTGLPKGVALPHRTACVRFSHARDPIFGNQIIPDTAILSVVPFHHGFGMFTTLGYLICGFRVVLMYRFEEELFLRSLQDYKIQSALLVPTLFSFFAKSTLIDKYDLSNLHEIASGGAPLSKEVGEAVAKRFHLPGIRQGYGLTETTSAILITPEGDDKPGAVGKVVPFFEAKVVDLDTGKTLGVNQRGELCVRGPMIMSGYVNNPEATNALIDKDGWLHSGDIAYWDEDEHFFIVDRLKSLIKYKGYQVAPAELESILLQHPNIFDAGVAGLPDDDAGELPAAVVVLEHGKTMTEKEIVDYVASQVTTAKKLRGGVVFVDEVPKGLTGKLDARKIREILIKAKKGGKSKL
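Biochemical qHTS of compounds, final roughly 60 µM downward over six points, against 10 nM purified firefly luciferase using Km concentrations of substrates (10 uM D-luciferin, 10 uM ATP) in Tris acetate pH 7.5 buffer; luminescence output.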
* = called active by the depositor; ? = inconclusive; [ ] = another dose, or the depositor's remark. The call rests on the fitted dose curve; in most records, active means well fitted curve in the direction sought with a large enough effect; inconclusive means small, poorly fitted or top-dose-only effect, or another doubt; inactive means no such curve, though single readings can be large; an effect the other way counts as inactive or inconclusive. Potency means the concentration at half of the fitted maximal effect.

#1 CCn1c(=O)c2cc(C(=O)Nc3cccc(C(F)(F)F)c3)sc2c2ccccc21
#2 Cc1ccccc1CN1C(=O)c2ccccc2Sc2ccc(C(=O)OCc3ccco3)cc21
#3 COc1ccccc1NC(=O)CSc1nnc(N)s1
#4 COc1ccccc1NC(=O)C1=C(C)Nc2ncnn2C1c1ccc[nH]1 (stereo unspecified)
#5 CCOc1ccc(NC(=O)C2CCN(S(=O)(=O)c3ccc4c(c3)oc(=O)n4C)CC2)cc1
#6 COC(=O)c1sccc1S(=O)(=O)N1CCN(c2ccccc2)CC1
#7 COc1ccc(/C=C/c2nc(C#N)c(N3CCCCC3)o2)cc1OC
#8 Cc1ccccc1C(=O)OCc1cc(=O)n2nc(C3CC3)sc2n1
#9 Cc1ccc(-c2cnc(C3CC3)o2)cc1S(=O)(=O)Nc1cccc(C)c1C
#10 Cc1nn2c(=O)cc(COC(=O)c3cccs3)nc2s1

Assay by compound,1,2,3,4,5,6,7,8,9,10
BRCA1 expr up,-20%,-33%,8%,-4%,-10%,0%,-25%,102%,-6%,49%
FLuc counter,0%,-2%,-2%,5%,2%,0%,?,?,3%,?

Structures above that contain four or more nitrogen atoms, in the order listed:
#3 COc1ccccc1NC(=O)CSc1nnc(N)s1
#4 COc1ccccc1NC(=O)C1=C(C)Nc2ncnn2C1c1ccc[nH]1 (stereo unspecified)

Assay by compound,3,4
BRCA1 expr up,8%,-4%
FLuc counter,-2%,5%

Back to the main list, starting 4 compounds before the break.
#7 COc1ccc(/C=C/c2nc(C#N)c(N3CCCCC3)o2)cc1OC
#8 Cc1ccccc1C(=O)OCc1cc(=O)n2nc(C3CC3)sc2n1
#9 Cc1ccc(-c2cnc(C3CC3)o2)cc1S(=O)(=O)Nc1cccc(C)c1C
#10 Cc1nn2c(=O)cc(COC(=O)c3cccs3)nc2s1
#11 CCOc1ccc(C(=O)Nc2ccc3nc(SCc4ccccc4)sc3c2)cc1
#12 Cc1ccc(C)n1-c1nnc(N2CCCC(C(=O)NCc3ccc(F)cc3)C2)s1 (stereo unspecified)
#13 CCn1c(=O)n(-c2ccc(F)cc2)c(=O)c2sc3ccccc3c21
#14 COC(=O)c1c(N)n(-c2ccc(OC)c(OC)c2)c2nc3ccccc3nc12
#15 CCc1nn2c(=O)cc(COC(=O)CNC(=O)COc3ccc(C)cc3)nc2s1
#16 Cc1ccc(CSc2nnc([C@@H](N)C(C)C)o2)cc1
#17 Cc1cc(Cl)ccc1NC(=O)C1CCN(S(=O)(=O)c2ccc3[nH]c(=O)ccc3c2)CC1
#18 COc1ccc2c(c1)c1c(c(=O)n(Cc3ccccc3)c(=O)n1CC(=O)Nc1ccccc1OC)n2C
#19 COC(=O)c1ccc(OC)c(CN2C(=O)N(c3ccc(C(C)=O)cc3)S(=O)(=O)c3ccccc32)c1
#20 COc1ccc(-n2c(=O)c3sc4ccccc4c3n(CC(=O)N3CCCC3)c2=O)cc1

Assay by compound,7,8,9,10,11,12,13,14,15,16,17,18,19,20
BRCA1 expr up,-25%,102%,-6%,49%,0%,0%,-1%,5%,20%,3%,-4%,15%,-2%,2%
FLuc counter,?,?,3%,?,3%,-7%,-1%,4%,-4%,0%,-3%,-4%,7%,-2%

#21 Cn1c(=O)n(-c2ccc(Br)cc2F)c(=O)c2sc3ccccc3c21
#22 CCCCCn1c(CNC(=O)c2ccc(F)cc2)nc2ccccc21
#23 CCOc1ccc(OCC(=O)Nc2c(C(=O)Nc3ccc(C)cc3)oc3ccccc23)cc1
#24 Cc1nc(-c2ccc(S(=O)(=O)NCc3ccc(N(C)C)cc3)cc2)co1
#25 Cc1cccc(N2C(=O)CS(=O)(=O)C23C(=O)N(C)c2ccccc23)c1 (stereo unspecified)
#26 O=C(c1ccc(F)cc1)n1nc(-c2ccc(Cl)cc2)nc1NCc1ccco1
#27 CN(C)S(=O)(=O)c1ccc2c(c1)N(CC(=O)NCc1ccc(F)cc1)C(=O)CS2
#28 COc1ccc(CNC(=O)c2ccc3c(c2)N(Cc2ccccc2F)C(=O)c2ccccc2S3(=O)=O)cc1
#29 COc1ccccc1C(=O)NC1(C(F)(F)F)C(=O)Nc2c1c(=O)[nH]c(=O)n2-c1ccc(F)cc1 (stereo unspecified)
#30 CCCC(=O)Nc1cc(C)c(O)c(-c2nc3ncccc3o2)c1

Assay by compound,21,22,23,24,25,26,27,28,29,30
BRCA1 expr up,-1%,-5%,0%,-11%,3%,55%,-2%,-16%,-6%,11%
FLuc counter,1%,-1%,-4%,-11%,-3%,3%,4%,-1%,?,-2%

#31 Nc1nnc2c(n1)[nH]c1ccccc12
#32 CCc1ccc(C(c2ccccc2)c2c(C)[nH]c3ccccc23)s1 (stereo unspecified)
#33 CC1CCN(S(=O)(=O)c2cn(CC(=O)Nc3ccc(F)cc3)c(=O)c3ccccc23)CC1
#34 CN(C(=O)Cn1nnc(-c2ccc(S(C)(=O)=O)cc2)n1)c1ccccc1
#35 Cc1ccccc1C(=O)NC1(C(F)(F)F)N=C(c2ccccc2)N(C2CCCCC2)C1=O (stereo unspecified)
#36 O=C(Nc1ccccc1C(F)(F)F)c1cc(-c2ccc3c(c2)OCCO3)on1
#37 CCc1ccccc1NC(=O)C1CCCN(S(=O)(=O)c2cccc3nsnc23)C1 (stereo unspecified)
#38 CCc1ccccc1NC(=O)CN(c1ccc(OC)cc1)S(=O)(=O)c1c(C)n[nH]c1C
#39 CCOc1ccc(NC(=O)Cn2cc(C(=O)c3ccc(CC)cc3)c(=O)c3cc4c(cc32)OCO4)cc1
#40 CCOC(=O)c1cccc(NC(=O)Cn2ncc3c(=O)oc4ccccc4c32)c1

Assay by compound,31,32,33,34,35,36,37,38,39,40
BRCA1 expr up,15%,-45%,-56%,4%,5%,?,4%,-64%,3%,-7%
FLuc counter,-4%,-7%,-12%,-5%,5%,0.38µM*,1%,3%,4%,2%

#41 COc1ccc(N2CCN(C(=O)CCc3nnc4n(C)c(=O)c5sccc5n34)CC2)cc1
#42 Cc1cc(O)c(C(c2ccccc2)N2CCC(C)CC2)c(=O)n1Cc1ccco1 (stereo unspecified)
#43 CCOc1ccc(Nc2cc(C)nc3nc(Cc4ccc(Cl)cc4)nn23)cc1
#44 Clc1ccc(-c2csc(=Nc3ccccc3)n2Cc2ccc3c(c2)OCO3)cc1
#45 Cc1ccccc1-c1nc(CS(=O)(=O)CC(=O)NCc2cccc(Cl)c2)c(C)o1
#46 CCOC(=O)c1[nH]c2ccccc2c1NC(=O)c1c(F)cccc1F
#47 Cc1ccc(-c2nc(C)c(CCNS(=O)(=O)c3ccccc3F)s2)cc1
#48 Cc1ccc(Cn2c(=O)n(CCCC(=O)NCc3ccccc3Cl)c(=O)c3ccccc32)cc1
#49 Cc1c(Cl)cccc1-n1nc(C)c2c(C)cc(=O)n(CC(=O)NCc3ccccc3)c21
#50 Cc1oc2ncnc(N3CCCCC3)c2c1C(=O)N1CCN(c2cccc(Cl)c2)CC1

Assay by compound,41,42,43,44,45,46,47,48,49,50
BRCA1 expr up,-12%,3%,5%,68%,2%,2%,4%,0%,10%,-30%
FLuc counter,-4%,?,2%,?,-8%,-3%,-18%,3%,0%,-3%

Ordered by value in BRCA1 expr up (ascending): some entries from above.
| no. | molecule | BRCA1 expr up |
| --- | --- | --- |
| 9 | Cc1ccc(-c2cnc(C3CC3)o2)cc1S(=O)(=O)Nc1cccc(C)c1C | -6% |
| 37 | CCc1ccccc1NC(=O)C1CCCN(S(=O)(=O)c2cccc3nsnc23)C1 (stereo unspecified) | 4% |
| 8 | Cc1ccccc1C(=O)OCc1cc(=O)n2nc(C3CC3)sc2n1 | 102% |

(more compounds)
#51 Cc1cccc(-c2nc(C)c(CCNC(=O)c3cccs3)s2)c1
#52 CCOC(=O)c1c(C)[nH]c(C)c1S(=O)(=O)N1CCCC(C(=O)NCc2cccc(OC)c2)C1 (stereo unspecified)
#53 CCc1ccc(NC(=O)Cn2c(=O)n(CCC(C)C)c(=O)c3cccnc32)cc1
#54 COc1ccc(-c2noc(CN(C(=O)Cc3ccc(C)cc3)C(C)C)n2)cc1
#55 COc1ccccc1CNC(=O)CCCn1c(=O)c2ccccc2n(Cc2ccccc2C#N)c1=O
#56 COc1cc(CN(C(=O)COc2ccc(Cl)cc2)c2ccccn2)cc(OC)c1OC
#57 COC(=O)c1ccc(NC(=O)CSc2nc3ccc(OC)cc3[nH]2)cc1
#58 COc1ccccc1NC(=O)Cn1c(=O)n(-c2ccccc2Cl)c(=O)c2sc3ccccc3c21
#59 Cc1cccc(NC(=O)c2ccc(-n3cnc4cccnc43)cc2)c1C
#60 CCOc1ccc(C2C=C(c3cccc(OC)c3)Nc3nnnn32)cc1 (stereo unspecified)

Assay by compound,51,52,53,54,55,56,57,58,59,60
BRCA1 expr up,74%,0%,-9%,-25%,-20%,-8%,0%,6%,75%,23%
FLuc counter,?,6%,5%,2%,-5%,?,-7%,-7%,2%,3%

Part of the list above, with two lines to a compound:
Order of results: BRCA1 expr up, FLuc counter
57) COC(=O)c1ccc(NC(=O)CSc2nc3ccc(OC)cc3[nH]2)cc1
    0%, -7%
59) Cc1cccc(NC(=O)c2ccc(-n3cnc4cccnc43)cc2)c1C
    75%, 2%

(listing goes on)
#61 Cc1ccc(-c2nc3n(n2)C(=O)CC(c2ccc(Cl)cc2)S3)cc1 (stereo unspecified)
#62 COc1ccc(NCc2cc3cc4c(cc3n(CC(=O)Nc3ccc(F)cc3)c2=O)OCCO4)cc1
#63 O=C(Cn1ncc2c1-c1ccccc1OC2)N1CCN(c2ccccc2)CC1
#64 CCOc1ccc(NC(=O)N2CCN(Cc3cc(=O)n4nc(-c5ccc(OC)cc5)sc4n3)CC2)cc1
#65 COc1ccc(CNC(=O)C2CCN(S(=O)(=O)N3CCC(C)CC3)CC2)c(OC)c1
#66 CSc1nc2c(sc3ccccc32)c(=O)n1Cc1ccc(C)cc1
#67 CC(=O)Nc1ccc2nc(SCc3ccccc3)sc2c1
#68 Cc1ccc(NC(=O)[C@@H](c2ccccc2)N2Cc3ccccc3C2=O)cc1
#69 CCOCCc1nn2c(=O)cc(COC(=O)CNC(=O)c3cccc(C)c3)nc2s1
#70 COc1cc(NC(=O)CSC2=Nc3ccccc3N=C(c3ccc(F)cc3)C2)cc(OC)c1

Assay by compound,61,62,63,64,65,66,67,68,69,70
BRCA1 expr up,38%,-14%,0%,-1%,-20%,4%,0%,-8%,18%,0%
FLuc counter,-3%,6%,5%,-8%,2%,1%,13µM*,-17%,-1%,3%

#71 O=C(c1ccc2c(Cl)c3c(nc2c1)CCCC3)N1CCN(c2cccc(Cl)c2)CC1
#72 CC(=O)c1cccc(NC(=O)Cn2c(C)c3cnn(-c4ccccc4)c(=O)c3c2C)c1
#73 COc1ccc(-n2ccn3c(CC(C)(C)CC(=O)O)nnc3c2=O)cc1
#74 COc1cccc(N2CCN(C(=O)c3ccc4c(=O)n(CCc5ccccc5)c(=O)[nH]c4c3)CC2)c1
#75 COc1cc2nc(NCc3ccc(C)cc3)n3nc(-c4ccccc4)nc3c2cc1OC
#76 CCCN(C(=O)c1cc2c(=O)oc3ccccc3c2s1)c1ccccc1C
#77 Cc1ccc(NC(=O)c2oc3ccccc3c2NC(=O)C2CCCCC2)cc1
#78 COc1ccc(NC(=O)c2oc3ccccc3c2NC(=O)c2cccc(F)c2)c(OC)c1
#79 CCc1nnc(NC(=O)c2nc(SCc3cccc(C)c3)ncc2Cl)s1
#80 CCOC(=O)c1cccc(NC(=O)CCCn2c(C)c3cnn(-c4ccccc4)c(=O)c3c2C)c1
#81 COC(=O)c1ccc(CSc2nc3c([nH]c4ccccc43)c(=O)n2-c2cc(C)cc(C)c2)o1

Assay by compound,71,72,73,74,75,76,77,78,79,80,81
BRCA1 expr up,0%,10%,8%,-2%,-3%,-5%,-86%[inhibitor],17%,-1%,0%,3%
FLuc counter,1%,-13%,-5%,-2%,-1%,5%,0%,1%,?,1%,1%

An excerpt, so the mix of outcomes need not match the whole.
